AID2073: disruptors of CaV2.2 binding to Mint1 – biochemical, HTRF (AID 2073) | HTRF protein-protein interaction, Mint1-CaV2.2; higher % means a stronger effect | inhibition, % at 20 µM; hits with a dose series show IC50 in µM | hit rate 0.19% among 290,000; in the data active = inhibition mostly above about 51%, no sharp cut-off; also: some results filed as inactive read as strong as hits
KOR beta-arrestin-1: kappa opioid receptor activators – cell-based, luminescence, uHTS, primary screen (AID 1777) | KOR beta-arrestin recruitment, luminescence; higher % means a stronger effect | activation, % at 10 µM, or EC50 in µM where a hit was titrated | hit rate 0.02% among 280,000; in the data active = activation above about 50%, passing the limit was not always enough; also: a part of the inactive calls stands beside numbers as strong as those of hits
Dynein transport: dynein cargo transport inhibition; 3617.4 mouse cells, GR-EGFP nuclear translocation imaging; test concentration mostly 20 µM; stimulated with dexamethasone, 1 µM; hits give low values; hit rate 0.47% among 220,000; AID 1381; z-score, hits read low;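 active = plate z-score of nuclear minus cytoplasmic receptor signal below a set negative limit, without overly bright fluorescence or cell loss, cut at about -3.5 in these data, passing the limit was not always enough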;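 also: z-score of nuclear minus cytoplasmic ring GR-EGFP intensity difference per well; some compounds called inactive have numbers as strong as hits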
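medium = tetracycline-free induction medium containing charcoal-stripped FBS | probe or stimulus = dexamethasone, 1.0 µM final | timing = 48 h induction, then 1 h compound, then 30 min agonist, 37 °C | detection = automated 10x imaging of fixed Hoechst-stained cells | read-out basis = nuclear versus cytoplasmic GR-EGFP signal, averaged per well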
GPR55 activation: selective activators of receptor GPR55 – imaging, U2OS cells, beta-arrestin-GFP redistribution, primary screen (AID 1961); U2OS GPR55 beta-arrestin-GFP redistribution imaging; higher % means a stronger effect; one-dose activation, % at 10 µM; EC50 in µM for titrated hits; hit rate 0.048% among 290,000;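 active = activation above 40% with more than 50 cells counted in the well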;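 also: U2OS osteosarcoma cells stably expressing GPR55 and beta-arrestin-GFP; plate controls were DMSO negative control for no effect and LPI positive control for full effect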
NOD2 inhibition: inhibition of NOD2-driven NF-kB reporter – cell-based, luminescence, uHTS, HEK293 (AID 1566); HEK293 NOD2/NF-kB luciferase reporter, luminescence; higher % means a stronger effect; inhibition, % at 4 µM; hits with a dose series show EC50 in µM; hit rate 0.63% among 290,000; also: many of its hits are not listed in these tables
NOD1 inhibition: NOD1 signaling inhibitors, primary screen, cell-based, luminescence, uHTS (AID 1578); NOD1-driven NF-kB luciferase reporter cells, luminescence; higher % means a stronger effect; inhibition, % at 4 µM, or EC50 in µM where a hit was titrated; hit rate 1% among 290,000; in the data active = inhibition mostly above about 36%, no sharp cut-off; inactive = mostly below about 34%;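 also: HEK-293T reporter cells stimulated with the NOD1 agonist gamma-tri-DAP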
KOR beta-arrestin-2: KOR antagonists, beta-arrestin recruitment, cell-based, luminescence, uHTS (AID 1778) | hit rate 0.091% among 290,000 | inhibition, % at 10 µM; hits with a dose series show IC50 in µM | KOR beta-arrestin recruitment, luminescence, antagonist mode; higher % means a stronger effect; also: strong numbers were not always called active
M1AAP inhibition: P. falciparum M1AAP inhibitors, biochemical, fluorogenic H-Leu-NHMec substrate, 1536-well (AID 1445); recombinant M1AAP, H-Leu-NHMec fluorogenic kinetic assay; higher % means a stronger effect; inhibition, % at 30 µM; hits with a dose series show IC50 in µM; hit rate 0.42% among 220,000;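 active = primary inhibition above the hit cutoff, then over 50% inhibition at one or more dose response concentrations, cut at about 23% in these data, passing the limit was not always enough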;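 also: plate controls were DMSO full reaction for no effect and no enzyme background for full effect; strong numbers were not always called active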
P. falciparum M17LAP: P. falciparum M17LAP inhibitors, primary screen, biochemical, fluorogenic H-Leu-NHMec substrate, 1536-well (AID 1619) | hit rate 0.38% among 220,000 | recombinant M17LAP, H-Leu-NHMec fluorogenic kinetic assay; higher % means a stronger effect | inhibition, % at 30 µM; hits with a dose series show IC50 in µM;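 active = compound inhibiting the enzyme by more than half at any dose during confirmatory dose-response retesting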;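 also: plate controls were full reaction with DMSO carrier for no effect and no enzyme background for full effect; strong numbers were not always called active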
Dynein transport cytoplasmic EGFP: also measured in Dynein transport; calls as there; z-score; measured here: cytoplasmic GR-EGFP intensity; hits give high values
Dynein transport nuclear GR-EGFP: further read-out of Dynein transport, marked with its call; z-score; measured here: nuclear GR-EGFP intensity;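 lower value marks the stronger effect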
Dynein transport cell count: further read-out of Dynein transport, marked with its call; z-score; measured here: cell count per field
The depositor's hits bear a star; . = not tested or not shown; [ ] = dose if it differs, or a comment. Rule as the data show it, unless noted: active = inhibition above about 50%; inactive = the rest.

Molecule,AID2073,KOR beta-arrestin-1,Dynein transport,Dynein transport cytoplasmic EGFP,Dynein transport nuclear GR-EGFP,Dynein transport cell count,GPR55 activation,NOD2 inhibition,NOD1 inhibition,KOR beta-arrestin-2,M1AAP inhibition,P. falciparum M17LAP
CCN(CC)c1ccc(C(=O)N2CCN(Cc3ccccc3)CC2)cc1,-6%,2.6%,-0.78,-0.31,-0.68,1.3,0.2%,.,.,-26%,7%,-14%
Cc1ccc2[nH]c(=O)c(CN(CC3CCCO3)C(=S)Nc3ccccc3)cc2c1 (centres undefined),-10%,1.6%,-0.72,-0.27,-0.79,1.1,0.0%,11%,-16%,20%,4%,12%
COc1ccccc1N(C)S(=O)(=O)c1ccc(C(=O)OCC(=O)N2CCC2)cc1,5%,1.0%,0.98,-0.26,0.5,-1.8,-0.5%,11%,19%,1%,4%,2%
CC1CCCCN1C(=O)c1ccc(Br)o1 (centres undefined),-4%,4.4%,.,.,.,.,-0.2%,0%,-24%,-15%,.,.
C=CCn1c(SCC(=O)N2CCc3ccccc3C2)nc2sc(C)cc2c1=O,-2%,1.3%,-0.96,-0.24,-0.92,1.6,-0.1%,23%,34%,-14%,2%,1%
COc1ccc(C(=O)NCc2nnc(SCC(=O)Nc3cccc(F)c3)o2)cc1,6%,-4.8%,-0.43,-0.3,0.27,0.98,1.1%,4%,-22%,0%,-8%,4%
COCCCN1C(=O)C(=O)/C(=C(/O)c2ccc(OC)cc2)C1c1ccc(O)c(OC)c1 (centres undefined),22%,3.0%,-1.1,-0.13,-0.24,-0.74,-0.1%,2%,-10%,-22%,6%,5%
O=C(CCSc1nc(-c2ccco2)cc(C(F)(F)F)n1)NCc1cccs1,1%,2.5%,1.6,-0.2,0.63,-1.3,0.7%,0%,-25%,-45%,7%,12%

The closing 2 compounds of the section above open the next one.
Molecule,AID2073,KOR beta-arrestin-1,Dynein transport,Dynein transport cytoplasmic EGFP,Dynein transport nuclear GR-EGFP,Dynein transport cell count,GPR55 activation,NOD2 inhibition,NOD1 inhibition,KOR beta-arrestin-2,M1AAP inhibition,P. falciparum M17LAP
COCCCN1C(=O)C(=O)/C(=C(/O)c2ccc(OC)cc2)C1c1ccc(O)c(OC)c1 (centres undefined),22%,3.0%,-1.1,-0.13,-0.24,-0.74,-0.1%,2%,-10%,-22%,6%,5%
O=C(CCSc1nc(-c2ccco2)cc(C(F)(F)F)n1)NCc1cccs1,1%,2.5%,1.6,-0.2,0.63,-1.3,0.7%,0%,-25%,-45%,7%,12%
Cc1cccc(Nc2c3c(nc4ccccc24)CCC3)c1,9%,1.0%,0.21,-0.16,0.19,-0.42,-0.1%,27%,0%,16%,8%,-5%
CCC1CCCCN1Cc1ccc(CNS(=O)(=O)c2ccc3c(c2)oc(=O)n3C)o1 (centres undefined),5%,-1.1%,2.5,0.14,1.8,-1.2,-0.2%,14%,2%,-6%,5%,-14%
COc1ccc(/C=C/C(=O)Oc2ccc(C)c(C)c2)cc1OC,-3%,3.9%,0.11,-0.23,0.21,-0.33,0.1%,1%,-12%,-49%,-1%,-5%
COC(=O)C[N+](C)(C)CC#Cc1ccccc1,-1%,8.2%,-1.1,0.06,-0.93,0.72,-0.1%,2%,-26%,15%,2%,-5%
CCOc1ccc(NC(=O)CCNc2c(N3CCCC3)c(=O)c2=O)cc1,-1%,-2.9%,-0.85,0.23,-0.36,-0.02,-0.1%,-5%,-12%,-33%,3%,7%
CCOc1ccc(Cl)cc1S(=O)(=O)N1CCC(C(=O)N2CCCC2)CC1,6%,2.7%,.,.,.,.,-0.1%,-3%,-25%,-9%,.,.
Cc1ccc(C)c(S(=O)(=O)Nc2ccc(C(=O)NCC(c3ccco3)N3CCCCC3)cc2)c1 (centres undefined),-7%,0.0%,.,.,.,.,0.3%,-9%,-26%,1%,.,.
COC(=O)c1cc(N=C(N)N=C(N)N)cc(C(=O)OC)c1,-1%,3.8%,0.048,-0.16,0.014,0.67,-0.3%,18%,12%,-3%,1%,1%
CCOc1ccc(-n2cc(-c3ccc(OC)c(OC)c3)[nH]c2=S)cc1,5%,-4.0%,-1.1,0.44,0.047,0.65,-0.2%,-50%,-16%,-21%,1%,-1%
Cc1cc(=O)[nH]c(SCc2cccc3cccnc23)n1,-4%,-2.0%,-0.34,-0.3,0.42,-0.45,0.3%,6%,-24%,9%,11%,2%
CSc1ccc(-c2ccco2)nn1,-12%,-4.2%,0.23,-0.29,0.14,0.38,-0.4%,-31%,-36%,-16%,3%,-2%
CC1CCCN(S(=O)(=O)c2ccc(C(=O)Nc3nnc(C4CC4)o3)cc2)C1 (centres undefined),5%,-7.8%,.,.,.,.,0.9%,10%,9%,22%,.,.
O=C(NCc1ccccc1)NC(=O)c1ccncc1,34%,0.6%,-0.4,0.42,-0.0063,0.8,-0.2%,12%,-6%,26%,1%,-2%
O=C1c2ccccc2C(=O)N1c1n[nH]c(CCc2ccccc2)n1,3%,2.0%,-0.46,1,-0.087,0.94,-0.1%,14%,2%,25%,9%,18%
C=CCNC(=S)N1CCc2[nH]c3ccccc3c2C1,-39%,2.1%,-0.51,-0.27,0.17,0.39,-0.2%,-43%,3%,12%,-6%,-2%
Cc1cc(Br)c(NC(=O)CN2CCCC2)c(Br)c1,-2%,6.9%,.,.,.,.,0.9%,-7%,7%,-18%,.,.
Cc1ccc2c(=O)c(C(=O)NCc3cccs3)c[nH]c2c1,4%,-2.5%,-0.66,-0.23,-0.51,-0.11,0.4%,-17%,-36%,3%,5%,11%
CC12CCC(=O)N1C(C(=O)O)Cc1c2[nH]c2ccccc12 (centres undefined),1%,-3.8%,-0.78,-0.35,-0.24,0.43,0.2%,11%,-7%,20%,-2%,3%
Cc1ccc(NS(=O)(=O)c2coc(C(N)=O)c2)cc1F,-4%,-7.7%,.,.,.,.,-0.3%,4%,-16%,32%[20 µM],.,.
Cc1ccc(S(=O)(=O)N(CC(=O)NCc2ccco2)C2CCCCC2)cc1,10%,1.6%,-0.19,-0.24,-0.11,0.3,-0.5%,3%,-1%,-6%,7%,24%
COc1ccc(CCNC(=O)Cn2c(=O)[nH]c3ccsc3c2=O)cc1OC,-4%,-0.5%,-0.1,-0.23,0.27,-0.088,-0.4%,-2%,-31%,12%,7%,0%
O=C(c1oc(=O)c2ccccc2c1-c1ccccc1)N1CCC(O)CC1,23%,-3.9%,-0.66,-0.17,-0.21,0.35,0.4%,6%,6%,19%,-2%,7%
COc1ccccc1S(=O)(=O)Cc1ccc(C(=O)NCc2cccs2)o1,-3%,2.4%,-0.62,-0.21,-0.24,0.43,0.0%,-12%,-15%,-10%,1%,3%
O=c1[nH]ncc(N/N=C\c2ccc(O)cc2O)c1Cl,8%,-4.1%,1.2,-0.1,0.56,-0.12,0.5%,-14%,-39%,-14%,8%,3%
COc1ccc(/C=C2/C(=O)N=C(N)N2C)cc1OC,-5%,-7.3%,-0.5,-0.15,-0.28,1.1,-0.2%,-1%,19%,-5%,13%,26%
Cc1ccc(CNS(=O)(=O)c2ccc3c(c2)CCN3C(=O)CCCC(=O)O)cc1,-5%,8.1%,-1.1,-0.33,-0.56,0.76,-0.7%,2%,-20%,0%,7%,0%
C(=C\c1ccccc1)/C=N/Nc1nc2ccccc2[nH]1,-13%,-1.7%,-0.81,0.71,-0.1,-0.46,-0.2%,-82%,-18%,9%,0%,-6%
Fc1cccc(Nc2nc3ccccc3n3nnnc23)c1,12%,-0.3%,-0.41,0.22,-0.056,-0.61,-0.2%,-6%,-17%,-29%,1%,-6%
COc1ccc(NS(=O)(=O)c2cc(NC(=O)C3CCCCC3)ccc2N2CCOCC2)cc1,-5%,6.2%,0.49,-0.36,-0.35,-0.22,-0.5%,19%,-12%,-6%,1%,1%
O=C1C2CC=C(Cl)CC2C(=O)N1CCN1CCOCC1 (centres undefined),-6%,-6.9%,-2,-0.23,-0.79,1.2,-0.1%,9%,4%,9%,2%,-8%
O=C(COc1ccccc1)Nc1cccc(-c2nn[nH]n2)c1,-4%,3.8%,.,.,.,.,0.0%,5%,-22%,7%,.,.
O=C(NNC(=O)c1oc2ccccc2c1-n1cccc1)c1ccco1,0%,-1.8%,-0.75,-0.26,-0.24,0.28,0.5%,3%,-8%,-13%,-4%,1%
CCOC(=O)NC(=O)CSc1nnc(SCCC(=O)O)s1,6%,-2.5%,-0.2,-0.18,0.16,-0.046,-0.3%,3%,-28%,14%,4%,9%
CCOC(=O)N/N=C(\C)c1cccs1,32%,-0.6%,0.38,-0.048,0.32,0.22,0.5%,-6%,-25%,-12%,-2%,-13%
COc1ccc(C(=O)N/C(=C\c2cn(S(=O)(=O)N(C)C)c3ccccc23)C(=O)NCCCn2ccnc2)cc1,3%,-2.5%,.,.,.,.,-0.1%,4%,-22%,-16%,.,.
COC(=O)c1ccc(C(=O)OC)c(NC(=O)C(C)(C)C)c1,-2%,0.1%,0.98,-0.16,0.21,-0.22,0.1%,11%,-22%,-27%[20 µM],-4%,-3%
CCOc1ccc(/C=N/n2cc(-c3ccccc3)[nH]c2=S)cc1,29%,-1.5%,2,-0.042,1.1,-0.86,-0.2%,-22%,-29%,8%,-3%,-7%
NS(=O)(=O)c1cccc(NC(=O)CNC(=O)CC23CC4CC(CC(C4)C2)C3)c1,-25%,-3.2%,0.7,-0.26,0.74,-0.92,0.2%,24%,-34%,19%,5%,7%
Cc1cccnc1NC(=O)c1sc2ccccc2c1Cl,2%,2.8%,.,.,.,.,-0.1%,-88%,-98%,4%,.,.
CC(=O)N(C)c1ccc(N=Nc2c(C)[nH]n(-c3ccccc3)c2=O)cc1,-2%,-1.8%,.,.,.,.,-0.1%,5%,-9%,7%,.,.
CC(=O)Nc1cccc(-c2nnc(SCC(=O)n3c4c(c5ccccc53)CCCC4)n2C)c1,14%,2.5%,1.1,1.3,0.84,-1.7,-0.2%,-5%,-25%,1%,1%,6%
CCc1ccc2c(c1)C(c1ccc([N+](=O)[O-])cc1)=NNC(c1ccc(Br)cc1)=N2,3%,13%,-0.81,-0.27,-0.77,0.93,0.1%,6%,-19%,-23%,3%,-4%
CCC(CC)NC(=O)Cc1ccccc1OC,1%,-5.4%,-0.27,-0.21,-0.23,0.61,0.2%,12%,6%,-6%,5%,6%

Screening data (PubChem BioAssay)

These rows are one share of the data; count on the stated rates, not on these rows.
